Screening data as filed in PubChem.
ADAM10 inh: inhibitors of human ADAM10; O14672; recombinant ADAM10, EDANS/DABCYL FRET peptide cleavage, 3 h; inhibition, % at 7 µM; 370,000 tested, 0.62% active; AID 720582;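 active = inhibition above a per-campaign cutoff equal to the mean of compounds falling between control-based bounds plus 3 SD, cut at about 20% in these data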;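 also: 0% = DMSO wells while the 100% control is not disclosed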
PLC-beta3 inh: blocks human PLC-beta3 enzyme activity | Purified PLC-beta3, fluorogenic substrate, fluorescence | inhibition, % at 12.2 µM | 370,000 tested, 0.18% active; in the data active = inhibition above about 11%;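 also: 0% = median of compound wells on plate and 100% = full blocker control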
ARFGAP1 inhibitor: inhibitors of rat ARFGAP1. Arfgap1-stimulated ARF1 GTP hydrolysis, GDP FP detection. inhibition, % at 16.5 µM. 360,000 tested, 0.26% active. AID 651572;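 active = inhibition above a per-plate limit, mean inhibition of low control wells plus 3 SD, cut at about 25% in these data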;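 also: 0% = DMSO wells with enzyme and 100% = wells lacking Arfgap1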
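Replicates: Single well per compound | Assay system: Truncated rat Arfgap1 GAP domain | Control set: No-Arfgap1 wells (100%) versus DMSO full-reaction wells (0%) | Times: Enzyme reaction 120 min at 25 °C after 20 min preincubation | Reagent: Human ARF1(Δ1-17)-GTP substrate | Measured by: Tracer-displacement fluorescence polarization with EDTA stop, 620/688 nm | Measure: Percent inhibition of Arfgap1-stimulated GTP hydrolysis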
ASAP1 GAP inh: inhibitors of human ASAP1 ArfGAP activity | Q9ULH1 | ASAP1-stimulated ARF1 GTP hydrolysis, GDP FP detection | inhibition, % at 16.5 µM | 360,000 tested, 0.19% active | AID 624377; in the data active = inhibition above about 25%;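 also: 0% = vehicle with enzyme and substrate and 100% = no enzyme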
DDE Tn6 FP inh: inhibitors of Tn6 peptide binding to human fibrin DD(E); Fibrin DD(E) TRITC-Tn6 fluorescence polarization displacement; inhibition, % at 8.3 µM; 370,000 tested, 0.21% active; AID 720509;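 active = inhibition above a per-campaign cutoff: mean of compounds within control limits plus 3 SD, cut at about 15% in these data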;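 also: 0% = median of all compound wells on the plate and 100% = blocking peptide control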
SIAE primary: human SIAE inhibition, primary screen | 370,000 tested, 0.69% active | inhibition, % at 9.66 µM | AID 1053197 | SIAE FP-Rh probe binding, fluorescence polarization;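 active = inhibition above a cutoff: mean of compounds within the control limits plus 3 SD of those, cut at about 17% in these data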;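 also: 0% = plate median of compound wells and 100% = probe without SIAE protein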
PLC-gamma1 inh: PLC-gamma1 (human) inhibition, primary screen | inhibition, % at 12.2 µM | 370,000 tested, 0.84% active | purified PLC-gamma1, fluorogenic substrate, fluorescence; in the data active = inhibition above about 9.5%
Target sequence (P19174 whole entry, looked up): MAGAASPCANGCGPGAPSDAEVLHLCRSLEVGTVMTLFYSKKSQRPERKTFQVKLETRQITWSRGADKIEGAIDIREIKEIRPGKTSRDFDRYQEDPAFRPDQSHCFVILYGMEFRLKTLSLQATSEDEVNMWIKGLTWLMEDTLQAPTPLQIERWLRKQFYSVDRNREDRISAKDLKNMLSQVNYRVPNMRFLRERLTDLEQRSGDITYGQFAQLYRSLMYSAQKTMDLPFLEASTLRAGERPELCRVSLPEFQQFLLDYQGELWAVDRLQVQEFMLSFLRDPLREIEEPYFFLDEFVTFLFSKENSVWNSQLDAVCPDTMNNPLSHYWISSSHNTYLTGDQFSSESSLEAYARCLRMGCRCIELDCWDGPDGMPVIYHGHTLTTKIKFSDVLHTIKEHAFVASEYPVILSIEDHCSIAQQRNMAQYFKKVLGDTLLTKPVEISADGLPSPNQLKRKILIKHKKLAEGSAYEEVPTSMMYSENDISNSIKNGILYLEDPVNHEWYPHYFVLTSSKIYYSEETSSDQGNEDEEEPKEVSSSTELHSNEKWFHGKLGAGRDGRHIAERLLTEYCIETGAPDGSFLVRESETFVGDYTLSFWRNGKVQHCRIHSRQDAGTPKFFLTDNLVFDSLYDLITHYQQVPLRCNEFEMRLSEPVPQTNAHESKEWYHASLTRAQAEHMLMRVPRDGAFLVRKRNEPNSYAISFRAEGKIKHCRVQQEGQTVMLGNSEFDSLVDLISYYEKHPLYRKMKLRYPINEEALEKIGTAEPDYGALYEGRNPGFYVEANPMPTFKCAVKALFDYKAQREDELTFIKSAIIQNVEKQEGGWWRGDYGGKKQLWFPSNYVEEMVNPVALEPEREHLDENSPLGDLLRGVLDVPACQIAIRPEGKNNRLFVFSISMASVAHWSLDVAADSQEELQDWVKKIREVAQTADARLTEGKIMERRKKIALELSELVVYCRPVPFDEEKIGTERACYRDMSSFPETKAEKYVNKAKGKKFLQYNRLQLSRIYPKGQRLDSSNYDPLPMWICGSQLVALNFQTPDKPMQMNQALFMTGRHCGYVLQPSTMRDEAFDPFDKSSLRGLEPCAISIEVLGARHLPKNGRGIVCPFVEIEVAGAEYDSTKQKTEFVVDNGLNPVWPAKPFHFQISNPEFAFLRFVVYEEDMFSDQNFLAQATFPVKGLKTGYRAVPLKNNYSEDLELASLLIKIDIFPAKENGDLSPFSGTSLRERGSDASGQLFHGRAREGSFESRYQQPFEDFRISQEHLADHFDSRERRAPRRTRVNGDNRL
ADAM17 inh: ADAM17 inhibition, QFRET primary screen | AID 720648 | recombinant ADAM17, EDANS/DABCYL FRET peptide cleavage | 370,000 tested, 0.83% active | inhibition, % at 6.95 µM | P78536;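 active = inhibition above the mean of compounds lying between control limits plus 3 SD, set per campaign, cut at about 8.5% in these data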;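 also: 0% = DMSO-only wells as the low control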
Tn7 DDE FP: DD(E)-Tn7 binding inhibition, primary FP screen. FP displacement of FITC-Tn7 peptide from fibrin DD(E); 0% = median of compound wells per plate. inhibition, % at 8.3 µM. 370,000 tested, 0.13% active. AID 720508;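 active = inhibition above the mean of compounds falling within the control limits plus 3 SD of them, cut at about 14% in these data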;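 also: 0% = plate median of compound wells and 100% = 10 µM Aha-Tn7 peptide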
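Assay system: human fibrin DD(E) protein / Input: 2 µM fibrin DD(E) / Benchmarks: high control of 10 µM Aha-Tn7 peptide / Measured by: fluorescence polarization of the labelled Tn7 tracer / Medium: Tris buffer with calcium and detergent, pH 7.8 / Timing: 10 min compound pre-incubation, 3 h probe incubation at room temperature / Repeats: one replicate per compound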
TDP2 absorb: blocks human TDP2 phosphodiesterase activity; inhibition, % at 12.8 µM; 370,000 tested, 0.34% active; recombinant TDP2, T5PNP hydrolysis, p-nitrophenol absorbance 415 nm; AID 720702;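 active = inhibition above the mean of all tested compounds plus 3 SD, set per campaign, cut at about 25% in these data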;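 also: 0% = DMSO with enzyme and 100% = buffer with substrate but no TDP2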
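Assay system: Recombinant human TDP2 | Quantity: 120 nM TDP2 per well | Incubation: 2 h at 37 °C | Signal: Epi absorbance | Evaluation: Percent inhibition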
An asterisk follows results filed as active; i = inactive; . = not tested or not shown. Rows were taken by chance, and some 3.6% of all compounds hit somewhere here.

SMILES | ADAM10 inh | PLC-beta3 inh | ARFGAP1 inhibitor | ASAP1 GAP inh | DDE Tn6 FP inh | SIAE primary | PLC-gamma1 inh | ADAM17 inh | Tn7 DDE FP | TDP2 absorb
COc1ccc(Nc2nc(NCc3ccco3)nc(N/N=C/c3ccccc3F)n2)cc1 | 10 | 1 | 5 | 8 | -9 | 0 | 2 | 4 | -11 | -7
CCC(=O)c1ccc(OCC(=O)OCC(=O)c2cc(C)n(C)c2C)cc1 | -4 | -28 | 0 | -16 | -5 | 2 | 1 | 0 | 1 | 17
CCN1C(=NCCc2ccc(Br)cc2)N[C@@H](c2ccccc2)[C@H](C(=O)OC)[C@H]1C | 8 | 1 | -5 | 12 | 3 | 2 | 0 | -3 | 1 | -2
CSc1ccccc1NC(=O)Nc1cccc(Cl)c1 | 14 | 3 | 3 | 11 | 4 | -16 | 2 | 9.7* | 1 | 4
CC(C)C(NC(=O)c1c(F)cccc1F)C(=O)OCN1C(=O)c2ccccc2C1=O (stereo not drawn) | 1 | -3 | 7 | -2 | 7 | 4 | 2 | 1 | -8 | 2
O=c1[nH]ncc(N/N=C\c2ccc(O)cc2O)c1Cl | -3 | -35 | 12 | 4 | 7 | 6 | -31 | 0 | 2 | 7
O=C(NCC1CCCCC1)NCC1CCCCC1 | -2 | 8 | 7 | 5 | 0 | -4 | 5 | 0 | 6 | -7
Cc1c(NC(=S)NC(=O)c2ccccc2)c(=O)n(-c2ccccc2)n1C | -4 | -3 | 0 | 1 | 2 | 0 | -1 | -2 | 5 | 8
CCOc1ccc(-c2[nH]ncc2Oc2ccccc2OCC)c(O)c1 | 26* | 2 | 4 | -2 | -5 | 9 | 1 | 7 | -6 | -5
COCC(=O)N1CCN(c2nc3ccccc3o2)CC1 | -4 | -7 | 4 | -13 | 2 | 4 | 1 | -6 | -9 | 8
COc1ccccc1N1C(=S)N=C(Nc2c(C)cccc2C)C12CCCC2 | -9 | -2 | -1 | -9 | -6 | 8 | 0 | -6 | 7 | 3
CCOC(=O)C1CCN(CCC(=O)Nc2cc(C)ccc2C)CC1 | -5 | -6 | 2 | -2 | 4 | -5 | -1 | -1 | 0 | -6
CCN(CC(=O)Nc1c(F)cccc1F)C(=O)CCC(=O)c1ccc(C)cc1 | 2 | -1 | 3 | -10 | 2 | -17 | 0 | -1 | -3 | -9
[O-][n+]1c2ccccc2c2n1CCCN=C2c1ccc(Cl)cc1 | -14 | -11 | -10 | -2 | 5 | 4 | -7 | -4 | 5 | -3
Cc1ccsc1C1NC(=O)c2c(sc3c2CCN(C)C3)N1 (stereo not drawn) | i | -215 | 12 | -8 | -4 | -2 | -163 | -303 | -2 | 4
CCn1c(NC(=O)c2nn(C)cc2Br)nc2ccccc21 | 6 | 0 | -7 | -8 | -1 | -4 | -3 | 1 | -1 | 0
CCC/C(C)=C/c1ccc(CC)cn1 | 9 | -1 | 4 | 9 | 6 | -2 | 4 | -1 | -4 | -12
COCCCN(C(=S)Nc1c(C)cc(C)cc1C)C(C)c1ccccn1 (stereo not drawn) | 0 | -5 | 4 | 1 | -1 | 3 | 0 | -3 | 2 | -5
O=C1CCC/C=C\C[C@@H](CC(=O)N(CCO)Cc2ccccc2)C(=O)NCCO1 | -5 | -1 | -6 | 4 | 4 | -1 | 1 | -5 | -2 | 2
CN(CC(=O)Nc1cccc(F)c1)C(=O)CN1C(=O)NC2(CCCC2)C1=O | -7 | -5 | 11 | -3 | 4 | -6 | 3 | 1 | 0 | 0
CC(C)n1c(N2CCN(CC(=O)Nc3ccc4c(c3)OCCO4)CC2)nc2ccccc21 | 2 | 4 | 4 | 1 | 2 | 0 | 2 | 2 | -7 | -5
CC1SC(=S)N(c2ccc(N(C)C)cc2)C1=O (stereo not drawn) | -3 | -4 | -12 | -3 | 4 | 10 | -1 | -4 | 6 | 24
CC(C)CN(C(=O)CSc1nc2ccccc2[nH]1)C1CCS(=O)(=O)C1 (stereo not drawn) | 3 | -2 | 13 | -14 | 6 | -2 | 1 | 1 | -1 | 0
O=C(Nc1ccc(OC(F)(F)F)cc1)c1cc(S(=O)(=O)N2CCCCC2)ccc1N1CCOCC1 | 8 | 3 | -12 | -14 | 1 | -4 | 1 | 6 | -1 | -1
O=C(CC[C@H]1O[C@@H](n2ccc(=O)[nH]c2=O)[C@H](O)[C@@H]1O)NCCCc1ccccc1 | 4 | 0 | 2 | -6 | 4 | 3 | 4 | 1 | -5 | -3
CCN(CC)CCCNC(=O)C1(N[C@@H](Cc2c[nH]c3ccccc23)C(=O)NCC(OC)OC)CCCCC1 | -3 | 1 | . | . | 0 | 1 | -2 | -5 | 10 | 1
COCCn1c(-c2ccccc2)nc2oc3ccccc3c(=O)c2c1=O | 2 | -4 | 15 | 1 | -1 | -3 | -3 | -4 | -8 | 8
COc1cccc(-c2cc(N3CCN(C(=O)c4ccoc4)CC3)n3nc(-c4cccc(Cl)c4)cc3n2)c1 | -136 | -211 | -7 | -7 | -1 | -36 | -159 | -45 | 3 | -2
OC(c1ccccc1)C(O)C(c1ccccc1)N1CCCCC1 (stereo not drawn) | 8 | 9 | -13 | 8 | 1 | -3 | 1 | -1 | -4 | -15
CCOC(=O)C(NC(C)=O)C(OC(C)=O)c1cccc(N(CCO)CCO)c1 (stereo not drawn) | 1 | 0 | 4 | 5 | -8 | 0 | -1 | -4 | 4 | 7
O=C(COC(=O)C12CC3CC(CC(C3)C1)C2)NCc1ccco1 | -2 | 0 | 1 | -10 | 7 | 3 | -1 | -4 | -2 | 3
Cc1cc(C)n2nc(C(=O)N/N=C/C=C/c3ccccc3)nc2n1 | -6 | -13 | 4 | 9 | 2 | 0 | -4 | 0 | 1 | 7
CCOC(=O)C(=O)Nc1ccc(S(=O)(=O)N2CCOCC2)cc1OC | 9 | 4 | 8 | -9 | -1 | 1 | 4 | -2 | -1 | 1
Cc1ccccc1C(=O)N(CC(=O)Nc1sc(C)c(C)c1C(N)=O)C1CCCC1 | 7 | 0 | -2 | 1 | 7 | 3 | 1 | 0 | 3 | -8
CC1(c2cccc([N+](=O)[O-])c2)CC(C)(C)N(C(=O)c2ccccc2)c2ccccc21 (stereo not drawn) | -4 | -2 | 3 | -5 | -10 | 1 | -2 | -4 | 2 | -2
O=C(CCCCCNC(=O)N1CCn2c1nc1ccccc12)NCc1ccccc1Cl | 2 | -2 | -2 | -11 | 4 | -1 | 1 | -2 | 7 | -1
CCCn1nnnc1SCC(=O)NCc1ccc(OC)cc1 | 2 | 2 | 6 | -9 | -9 | -3 | 1 | -4 | 2 | 4
CC1(C)CC2CC(C)(CN2C(=O)c2ccccc2)C1 (stereo not drawn) | 4 | -3 | -6 | 4 | 4 | 0 | -1 | -2 | -1 | 0
Oc1ccccc1C=Nc1cccc2ccccc12 | -220 | -141 | -6 | -7 | 4 | 1 | -122 | -99 | -1 | -21
CC1(C)CC(=O)C2=C(C1)Nc1ccccc1S2 | -18 | -63 | 3 | 3 | 3 | 2 | -37 | -6 | -6 | 4
Cc1cc(C)c2nc(C)cc(Nc3ccc(C(=O)N4CCOCC4)cc3)c2c1 | 1 | -15 | 9 | 14 | -5 | -1 | -6 | -3 | -7 | 4
CCCS(=O)(=O)N1CCN(Cc2ccccc2C(F)(F)F)CC1 | -5 | 4 | -8 | -5 | -1 | -1 | -1 | -1 | 5 | 0
COc1cccc2[nH]c(C(=O)NN)c(N)c12 | -35 | -31 | -4 | 11 | 0 | 4 | -15 | -11 | 4 | 19
CCOc1ccccc1-c1cncc(NC)n1 | i | -429 | 13 | -10 | 2 | -1 | -314 | i | 2 | -3
CCCC1CCc2c(sc(NC(=O)OCC)c2C#N)C1 (stereo not drawn) | 15 | -1 | 4 | 3 | -2 | 0 | 1 | -7 | 14 | 2
CSc1ccc(-c2cc3c(c4c2ccn4C)C2CCC3C2)cc1 (stereo not drawn) | -68 | -175 | -7 | 10 | 0 | -1 | -131 | -24 | 4 | -4
Cn1c(C(=O)N[C@@H](C(=O)O)c2ccccc2)cc2cc(F)ccc21 | -24 | -13 | 9 | -4 | -3 | -2 | -8 | -16 | -2 | 12
CCOc1cc(-c2cc(-c3ccc(NC(C)=O)cc3)nc(N)c2C#N)ccc1O | -161 | -55 | 15 | 16 | -9 | -45 | -45 | -62 | -3 | -4
O=C(NCCC(c1ccccc1)c1ccccc1)c1cnc2sccn2c1=O | -35 | -8 | -1 | 17 | -2 | -2 | -1 | -12 | 3 | -4
NC(=O)/C(=C\c1ccco1)NC(=O)c1ccco1 | -14 | -47 | -2 | -6 | 4 | 14 | -28 | -1 | 5 | -8

Two of the compounds above, as tab-separated lines:
structure	ADAM10 inh	PLC-beta3 inh	ARFGAP1 inhibitor	ASAP1 GAP inh	DDE Tn6 FP inh	SIAE primary	PLC-gamma1 inh	ADAM17 inh	Tn7 DDE FP	TDP2 absorb
CSc1ccc(-c2cc3c(c4c2ccn4C)C2CCC3C2)cc1 (stereo not drawn)	-68	-175	-7	10	0	-1	-131	-24	4	-4
CCCC1CCc2c(sc(NC(=O)OCC)c2C#N)C1 (stereo not drawn)	15	-1	4	3	-2	0	1	-7	14	2

Next section
SMILES | ADAM10 inh | PLC-beta3 inh | ARFGAP1 inhibitor | ASAP1 GAP inh | DDE Tn6 FP inh | SIAE primary | PLC-gamma1 inh | ADAM17 inh | Tn7 DDE FP | TDP2 absorb
O=C(NC1CC1)C1CCN(c2ncccn2)CC1 | -19 | -14 | -3 | 1 | -2 | -3 | -9 | -6 | 1 | -4
COc1ccccc1NC(=O)Nc1nc(CC(=O)NCc2ccccn2)cs1 | -8 | -5 | -11 | -2 | -2 | -1 | 4 | 1 | -5 | -13
Cc1cc(C)c(S(=O)(=O)N2CCCC(C(=O)N3CCCC3)C2)c(C)c1 (stereo not drawn) | -5 | -7 | 3 | 3 | 0 | -6 | -3 | -5 | 2 | -7
CC(=O)NC1C(=O)N(Cc2ccccc2)c2ccc(Br)cc21 (stereo not drawn) | -1 | -3 | -7 | -9 | 3 | -2 | 2 | 1 | 3 | -10
CCCCC(O)(c1ccc(CC)cc1)C(CN1CCOCC1)c1ccccc1 (stereo not drawn) | 12 | -3 | 4 | 5 | 5 | -4 | 4 | 0 | 11 | -5
CCn1c(O)c(C=NCCN2CCOCC2)sc1=S | -5 | -2 | 6 | -1 | -9 | -5 | 0 | -3 | 6 | 0
CC(=O)C1=C(O)C(=O)N(c2ccc(O)cc2)C1c1ccccc1 (stereo not drawn) | -10 | -41 | 0 | 7 | 2 | 5 | -27 | -4 | -1 | 8

Structures listed so far that bear a hit mark in ADAM17 inh.
SMILES | ADAM10 inh | PLC-beta3 inh | ARFGAP1 inhibitor | ASAP1 GAP inh | DDE Tn6 FP inh | SIAE primary | PLC-gamma1 inh | ADAM17 inh | Tn7 DDE FP | TDP2 absorb
CSc1ccccc1NC(=O)Nc1cccc(Cl)c1 | 14 | 3 | 3 | 11 | 4 | -16 | 2 | 9.7* | 1 | 4
